Giardia FBPA inh = blocks Giardia fructose-bisphosphate aldolase activity; A8B2U2; purified Giardia FBPA; Potency, µM (highest dose often 59.6 µM), for inactives: at the top dose activity, negative = inhibition, hits mostly inhibitors; actives 0.71% (n = 290,000); also: potency is read from the fitted curve at half-maximal effect; % is scaled to controls: 0 for no effect and ±100 for the full control effect; nearly all actives have a fitted effect of over 55% in size
Target sequence (A8B2U2 whole entry, looked up): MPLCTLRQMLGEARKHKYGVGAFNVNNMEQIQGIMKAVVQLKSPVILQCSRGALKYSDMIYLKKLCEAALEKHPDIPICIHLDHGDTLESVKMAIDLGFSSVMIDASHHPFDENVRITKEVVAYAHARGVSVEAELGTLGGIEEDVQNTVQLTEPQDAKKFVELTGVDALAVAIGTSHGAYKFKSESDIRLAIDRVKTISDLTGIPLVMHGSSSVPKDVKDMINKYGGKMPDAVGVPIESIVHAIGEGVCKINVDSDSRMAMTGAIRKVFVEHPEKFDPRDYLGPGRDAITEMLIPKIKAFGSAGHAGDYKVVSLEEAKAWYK
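Giardia FBPA (40 nM reagent) was preincubated 10 min at RT with compound (up to 57.5 uM final), then substrate plus GAPDH/TPI/NAD/arsenate coupling system with diaphorase/resazurin was added; resorufin fluorescence (525/598 nm) was read after 20 min.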
Pf growth 96h = inhibits malaria parasite growth, 96 h. actives 6.9% (n = 320,000). Potency, µM (series often up to 28.7 µM), inactives show top-dose activity change, negative = inhibition, actives largely listed as inhibitors. P. falciparum luciferase reporter growth, 96 h; also: potency is read from the fitted curve at half-maximal effect; % is scaled to controls: 0 for no effect and ±100 for the full control effect
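96 h incubation, 37 C, 5% CO2, of luciferase-reporter P. falciparum-infected RBCs (2% hematocrit, 0.05% parasitemia final) with test compounds; endpoint luminescence.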
Pf growth 48h = inhibits P. falciparum growth in the first generation, 48 h; AID 504832; P. falciparum luciferase growth in erythrocytes, 48 h; Potency, µM (series often up to 28.7 µM), for inactives: at the top dose activity change, negative = inhibition, hits mostly inhibitors; actives 5.9% (n = 310,000); also: potency is read from the fitted curve at half-maximal effect; % is scaled to controls: 0 for no effect and ±100 for the full control effect
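Luciferase-expressing P. falciparum in infected erythrocytes (2% hematocrit, 0.1% parasitemia final) in RPMI 1640/0.5% Albumax were exposed to compound for 48 hours at 37 C, 5% CO2; growth read as luminescence.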
HCV inhibitor = HCV inhibition | actives 3.4% (n = 340,000) | Potency, µM (top dose mostly 41.8 µM), for the others: top-dose activity change, negative = inhibition, actives largely listed as inhibitors | Huh7.5.1 HCVcc-Cre infection, luciferase reporter, 44 h; also: potency is read from the fitted curve at half-maximal effect; % is scaled to controls: 0 for no effect and ±100 for the full control effect
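A cell-based infection assay in which seeded cells (1,000 per well) receive test compound after 4 h, are inoculated with HCVcc-Cre at approximately 0.5 moi, and are incubated 44 h before luminescence detection.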
Shiga inhibitor = Shiga toxin inhibition. Vero cells, Shiga toxin protein synthesis inhibition reporter. inhibition, % at 38.7 µM. actives 9.2% (n = 290,000); in the data active = inhibition mostly above about 28%, no sharp cut-off; inactive = mostly below about 43%; also: 0% is about no effect
CHX counter = affects cycloheximide protein synthesis inhibition readout, counter-screen | cell reporter, cycloheximide protein synthesis inhibition counterscreen | max response, % | actives 12% (n = 300,000); in the data active = max response mostly above about 13%, no sharp cut-off; inactive = mostly below about 14%; also: read at 38.3 µM for the half of the compounds with a filed dose; 0% is about no effect
* hit, by the source's call; i = inactive; ? = inconclusive; · = not tested or not shown; [ ] = dose if it differs, or a comment. Unless noted, calls follow the shape of the dose curve; as a rule, active = well fitted curve in the direction sought with a large enough effect; inconclusive = small, poorly fitted or top-dose-only effect, or another doubt; inactive = no such curve, though single readings can be large; an effect the other way counts as inactive or inconclusive.

entry | Compound | Giardia FBPA inh | Pf growth 96h | Pf growth 48h | HCV inhibitor | Shiga inhibitor | CHX counter
1 | Cc1c(CC(=O)N2C[C@H]3C[C@@H](C2)c2cccc(=O)n2C3)c(=O)oc2c(C)c(O)ccc12 | 23.1% | 2.9% | -7.6% | 3.0% | -4.5 | 3.9
2 | CCOC(=O)N1CCN(C(=O)CSc2nnc(-c3cccc(OC)c3)o2)CC1 | 13.2% | · | 9.28µM* | -27.3% | 26.8 | -3.4
3 | Cc1cc(C)cc(N=c2c([N+](=O)[O-])nn(-c3ccc(Cl)cc3)n2O)c1 | -6.4% | -14.0% | -7.4% | ? | -15.7 | -5.4
4 | CCOc1ccc(S(=O)(=O)Nc2cccc(N(C)S(C)(=O)=O)c2)cc1 | 0.6% | · | -7.4% | 10µM* | 13.7 | 4.3
5 | CSCCC(NC(=O)c1ccccc1)C(=O)Nc1ccncc1 (configuration not stated) | · | 13.5% | -17.4% | 5.3% | · | ·
6 | CC(C)c1nc2oc3ccccc3c(=O)c2c(=O)n1-c1ccccc1 | -0.5% | 214.9%[activator] | 124.9%[activator] | -15.3% | 13.9 | 23.2
7 | Cn1ccnc1SCC(=O)Nc1ccc(Cl)cn1 | -5.1% | 190.9%[activator] | 59.4%[activator] | 1.2% | 31.0 | 23.4*
8 | O=C(Nc1ccc(Br)cc1)c1cnccn1 | 2.6% | 140.2%[activator] | 144.7%[activator] | 4.9% | 116.8 | 32.2*
9 | Cc1cc(=O)oc(C)c1C(=O)Nc1cccc2nonc12 | -27.1% | 59.6%[activator] | 1.4% | 8.3% | -13.2 | -3.4
10 | Cc1ccc(C(=O)CSc2nnc(-c3ccccc3N)n2C)cc1 | -4.2%[12.9 µM] | 15.7% | -2.4% | -20.1% | 94.4* | 64.9*
11 | COCc1cc(N2CCOCC2)nc(SCc2ccc(Cl)cc2)n1 | -0.3% | 18.3% | 7.0% | -17.1% | -6.7 | -5.8
12 | CCOC(=O)c1c(N)n(Cc2ccc(OC)cc2)c2nc3ccccc3nc12 | -3.9% | 12.7% | ? | · | 13.1 | -3.9
13 | COc1cc(Nc2ccccc2Cl)c([N+](=O)[O-])nc1[N+](=O)[O-] | -7.7% | 14.7µM* | · | ? | -12.2 | -1.2
14 | COc1ccccc1C1/C(=C(/O)c2ccccc2)C(=O)C(=O)N1CC(C)O (configuration not stated) | -27.2% | ? | 3.7% | 4.4% | 3.5 | -2.2
15 | Cc1nn(Cc2ccccc2)c(C)c1NC(=O)CSc1nc(C2CC2)nc2c1cnn2-c1ccccc1 | 1.7% | -17.1% | -9.7% | ? | -0.5 | -1.5
16 | Cc1noc(C)c1S(=O)(=O)N1CCCCC1 | 1.3% | 10.5% | · | 30.7%[activator] | -13.5 | -4.2
17 | Cc1cccc(N(Cc2cc3ccc(C)cc3[nH]c2=O)S(=O)(=O)c2ccccc2)c1 | -10.0% | ? | ? | ? | 15.3 | 13.7
18 | O=C(NCc1ccco1)C12CC3CC(CC(C3)C1)C2 | -2.2% | 33.3%[activator] | ? | ? | -3.3 | -3.7
19 | CC1(c2ccccc2)NC(=O)N(CC(=O)Nc2ccc(S(=O)(=O)Nc3ncccn3)cc2)C1=O (configuration not stated) | · | 25.6% | -16.9% | 1.5% | · | ·
20 | COC(=O)c1cc(OC)c(OC)cc1NC(=O)c1csc(C)c1 | · | ? | 10.4µM* | -12.9% | -16.5 | -3.3
21 | COc1ccccc1N(CC1CO1)S(=O)(=O)c1ccccc1 (configuration not stated) | -3.4% | ? | 8.1% | 14.8% | 9.0 | -4.8
22 | O=C(Oc1ccccc1)c1ccc(COC(=O)c2cnccn2)cc1 | -0.9% | 11.3% | 2.5% | 21.7% | 30.2 | 22.1*
23 | CC1CC2=C(C(=O)O1)C(c1ccc(Cl)cc1)Nc1ccccc1N2 (configuration not stated) | 0.8% | ? | ? | 25.1% | -10.6 | -6.3
24 | Cc1ccc(-c2ccc(/C=N/NC(=O)Cc3nnc(N)s3)o2)cc1Cl | -6.5% | -5.6% | 16.7% | -15.8% | 22.0 | 11.0
25 | CC(C)c1ccc(NC2CCCN(C(=O)c3ccc(Cn4cnnn4)cc3)C2)cc1 (configuration not stated) | -3.6% | -23.4% | 12.7% | ? | -2.6 | 2.7
26 | N#Cc1c2c(c(=S)n(-c3ccccc3)c1N)CCCC2 | ? | 6.5% | -7.7% | ? | -6.0 | -8.3
27 | CCOC(=O)c1ccc(NC(=O)CCc2nc(-c3ccccc3)no2)cc1 | -5.0% | 13.1µM* | 0.0% | ? | -11.5 | -6.3
28 | COc1cccc(NC(=O)Nc2c(C)n(C)n(-c3ccccc3)c2=O)c1 | -0.8% | 14.8% | 7.8% | 10.3% | -4.3 | -3.6
29 | c1ccc(-c2cc(-c3nnc4sc(-c5ccccn5)nn34)[nH]n2)cc1 | 0.0% | -6.9% | · | ? | 11.6 | 5.9
30 | O=C(CCCOc1ccccc1)NCCc1nc2ccccc2[nH]1 | 0.2% | -26.4% | 20.0% | 19.2% | -7.9 | -2.0

Some of these compounds in order of count of non-hydrogen atoms, lowest first:
entry | Compound | Giardia FBPA inh | Pf growth 96h | Pf growth 48h | HCV inhibitor | Shiga inhibitor | CHX counter
26 | N#Cc1c2c(c(=S)n(-c3ccccc3)c1N)CCCC2 | ? | 6.5% | -7.7% | ? | -6.0 | -8.3
23 | CC1CC2=C(C(=O)O1)C(c1ccc(Cl)cc1)Nc1ccccc1N2 (configuration not stated) | 0.8% | ? | ? | 25.1% | -10.6 | -6.3
22 | O=C(Oc1ccccc1)c1ccc(COC(=O)c2cnccn2)cc1 | -0.9% | 11.3% | 2.5% | 21.7% | 30.2 | 22.1*
28 | COc1cccc(NC(=O)Nc2c(C)n(C)n(-c3ccccc3)c2=O)c1 | -0.8% | 14.8% | 7.8% | 10.3% | -4.3 | -3.6
25 | CC(C)c1ccc(NC2CCCN(C(=O)c3ccc(Cn4cnnn4)cc3)C2)cc1 (configuration not stated) | -3.6% | -23.4% | 12.7% | ? | -2.6 | 2.7

Next results.
entry | Compound | Giardia FBPA inh | Pf growth 96h | Pf growth 48h | HCV inhibitor | Shiga inhibitor | CHX counter
31 | CC1=CC(=O)N(c2ccn(C)n2)C1=O | 0.9% | ? | ? | 13.2% | -1.2 | 9.2
32 | COC(=O)C(NC(=O)c1ccccc1)=C(C)C | 4.6% | 4.15µM* | 7.8% | -16.7% | -10.4 | -0.8
33 | Cc1c(C(=O)N2CCN(CCc3ccccn3)CC2)oc2ccc(F)cc12 | · | 29.5% | 17.8% | 2.3% | 10.5 | 7.7
34 | CN(CC(=O)NCCc1ccc(S(N)(=O)=O)cc1)S(=O)(=O)c1cccc2nsnc12 | 5.3% | 22.7% | 31.6%[activator] | 1.6% | -8.0 | 12.2
35 | CCOc1ccc(N(Cc2ccc(OC)c(OC)c2)C(=O)c2ccco2)cc1 | 1.0% | 15.0% | 11.7µM* | -23.7% | 49.3 | 8.9
36 | COC(=O)CCCC1=CC2=CC(=O)C(C)(OC(=O)c3cccs3)C(=O)C2=CN1Cc1ccco1 (configuration not stated) | ? | ? | ? | -12.1%[8.37 µM] | -4.1 | -1.2
37 | O=C(COc1ccc(S(=O)(=O)N2CCOCC2)cc1Cl)NCCCn1ccnc1 | -4.2% | 13.4% | -8.7% | 14.1% | -9.9 | -2.8
38 | CCn1c(SCC(=O)Nc2cc(C)on2)nc2c1c(=O)n(C)c(=O)n2C | -1.8% | ? | 4.1% | -3.7% | 13.2 | -4.4
39 | COC(=O)c1cc(NC(=O)Cn2c(=O)oc3ccccc32)cc(C(=O)OC)c1 | 9.9% | 7.2% | 2.2% | -27.4% | -0.7 | -0.6
40 | CC1CC(=O)N(C)c2cc([N+](=O)[O-])ccc2N1 (configuration not stated) | -0.1% | 32.1%[activator] | 36.6%[activator] | 11.7% | 10.0 | -2.6
41 | c1ccc(Nc2nc(CSc3ncn[nH]3)cs2)cc1 | -16.2% | 148.6%[activator] | 176.4%[activator] | -28.2% | 68.1* | 43.5*
42 | Cc1ccc(/C=C/C(=O)NCc2ccco2)o1 | -6.4% | -20.6% | -6.6% | 0.8% | 7.1 | -1.0
43 | NC(=O)c1ccccc1NC(=O)CCn1c(=S)oc2ccccc21 | 3.1% | ? | 29.3% | 9.8% | -6.1 | -5.7
44 | CC(C)Sc1nnc(SCC(=O)NCCCN2CCCC2=O)s1 | · | ? | 14.4% | 38.0%[activator] | · | ·
45 | CCc1ccc2nc(N(CCN(C)C)C(=O)/C=C/c3cccs3)sc2c1 | -14.9% | -21.8% | ? | -22.1% | -7.0 | -4.6
46 | O=C(CCC1CCCN(C(=O)c2ccco2)C1)NCc1ccccc1F (configuration not stated) | 6.1% | -4.9% | 40.7%[activator] | -5.5% | 19.1 | 12.2
47 | CC1CC(=O)C2=C(C1)Nc1ccccc1N(C(=O)COc1ccccc1)C2c1ccco1 (configuration not stated) | 1.1% | · | -28.6% | 0.2% | -4.1 | 6.3
48 | Nc1ccc(CC2SC(=O)NC2=O)cc1 (configuration not stated) | -8.6% | · | 14.4% | 3.4% | -2.9 | -1.0
49 | CC(NC(=O)C(NC(=O)C(Cc1c[nH]c2ccccc12)NC(=O)OC(C)(C)C)C(C)C)C(N)=O (configuration not stated) | -0.9% | 32.0%[activator] | ? | 9.3% | -10.9 | -1.8
50 | COC(=O)c1ccc(CSc2nc3ccccc3c(=O)n2C)o1 | -7.8% | -9.6% | -4.6% | 7.9% | -5.2 | -7.5
51 | O=C(O)c1cc(NC(=O)c2ccccc2[N+](=O)[O-])ccc1O | -2.9% | -20.4% | 33.6%[activator] | 9.5% | -5.9 | -4.9
52 | CN(C)C(=O)c1c(-c2ccccc2)oc2ccc(O)cc12 | -5.5% | 23.6% | -19.0% | ? | 10.6 | -2.6
53 | COC(=O)c1sc2ncn(N)c(=O)c2c1C | 4.4% | 7.2% | 29.9% | 22.9% | -5.1 | -1.7
54 | COc1ccc(C2NCCc3c2[nH]c2ccccc32)cc1COc1ccc(F)cc1 (configuration not stated) | -20.0% | ? | ? | 10µM* | -23.0 | -10.8
55 | CCn1ccc(C(=O)Nc2ccc(N(C)C(C)=O)cc2)n1 | 3.9% | 85.9%[activator] | 80.3%[activator] | 6.3% | 45.5* | 22.9*
56 | CN(C)/[N+]([O-])=N/Oc1cc(O/[N+]([O-])=N/N2CCCC2CO)c([N+](=O)[O-])cc1[N+](=O)[O-] (configuration not stated) | -9.6% | · | · | · | -6.3 | -2.9
57 | COc1cc(C#N)ccc1OC(=O)Cc1cc(OC)c(OC)c(OC)c1 | -6.6% | -4.2% | 14.2% | 11.9% | 20.5 | 1.3
58 | COc1ccc2c(c1)/C(=N/OC(=O)c1cccs1)CCC2 | -12.7% | 25.1% | 1.6% | -13.2% | 43.1 | 42.3*
59 | Cc1ccc(N(CC(=O)N2CCc3ccccc3C2)S(C)(=O)=O)cc1 | 6.0% | ? | -8.3% | 1.0% | -8.5 | 4.3
60 | O=C(CSc1ncnc2scc(-c3ccccc3)c12)Nc1ccc(C(=O)O)cc1 | 26.9% | -16.6% | -8.0% | 20.6% | -2.6 | -2.3
61 | C[C@H](NC(=O)c1ccco1)C(=O)Nc1ccc2c(c1)OCO2 | -3.5% | 33.9%[activator] | 36.4%[5.75 µM] | 11.2% | -6.5 | 9.4
62 | O=C(Nc1ccc(-n2cccn2)cc1)C1CCCCN1Cc1cccc2cccnc12 (configuration not stated) | -9.4% | ? | ? | ? | 11.0 | 24.3*
63 | O=C1C[C@@H]2CCN3C(=O)CCC[C@@H]([C@H]23)[C@H]1Cc1ccccc1 | -0.9%[89.2 µM] | · | · | 12.2% | i | -5.7
64 | CCOC(=O)c1cc([N+](=O)[O-])sc1N | 6.5% | 0.8% | 4.1% | 2.6% | 14.6 | 1.6
65 | Cc1ccc(CN2C(=O)CCC2C(=O)N2CCN(c3ccc(F)cc3)CC2)cc1 (configuration not stated) | 8.6% | 32.6%[activator] | -12.0% | 6.7% | -9.3 | -1.9
